From PubChem BioAssay
SKKanGAS inh – inhibitors of SKKanGAS S. pyogenes growth in kanamycin (SK-promoter or general growth effect) | BacTiter-Glo, 6 h | inhibition, % at 7.5 µM | 300,000 compounds, 1.3% hits;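 active = mean replicate score, as percent of positive control median, at least 50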;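 also: strain carries kanamycin resistance gene driven by streptokinase promoter and grows in 40 µg/ml kanamycin; loss of luminescence reflects streptokinase promoter inhibition or plain growth inhibition; 0% = median of DMSO wells and 100% = positive control at its reference dose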
TRPC4 block – inhibitors of mouse TRPC4 channel; B-score at 10 µM; Q9QUQ5; HEK293 TRPC4beta/mu-opioid, DAMGO-evoked Fluo4 calcium flux; hits give low values; 300,000 compounds, 0.39% hits;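 active = B-score over 3 SD under the library average, no early fluorescence shift, positive overall ratio signal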
Target sequence (Q9QUQ5 whole entry, looked up): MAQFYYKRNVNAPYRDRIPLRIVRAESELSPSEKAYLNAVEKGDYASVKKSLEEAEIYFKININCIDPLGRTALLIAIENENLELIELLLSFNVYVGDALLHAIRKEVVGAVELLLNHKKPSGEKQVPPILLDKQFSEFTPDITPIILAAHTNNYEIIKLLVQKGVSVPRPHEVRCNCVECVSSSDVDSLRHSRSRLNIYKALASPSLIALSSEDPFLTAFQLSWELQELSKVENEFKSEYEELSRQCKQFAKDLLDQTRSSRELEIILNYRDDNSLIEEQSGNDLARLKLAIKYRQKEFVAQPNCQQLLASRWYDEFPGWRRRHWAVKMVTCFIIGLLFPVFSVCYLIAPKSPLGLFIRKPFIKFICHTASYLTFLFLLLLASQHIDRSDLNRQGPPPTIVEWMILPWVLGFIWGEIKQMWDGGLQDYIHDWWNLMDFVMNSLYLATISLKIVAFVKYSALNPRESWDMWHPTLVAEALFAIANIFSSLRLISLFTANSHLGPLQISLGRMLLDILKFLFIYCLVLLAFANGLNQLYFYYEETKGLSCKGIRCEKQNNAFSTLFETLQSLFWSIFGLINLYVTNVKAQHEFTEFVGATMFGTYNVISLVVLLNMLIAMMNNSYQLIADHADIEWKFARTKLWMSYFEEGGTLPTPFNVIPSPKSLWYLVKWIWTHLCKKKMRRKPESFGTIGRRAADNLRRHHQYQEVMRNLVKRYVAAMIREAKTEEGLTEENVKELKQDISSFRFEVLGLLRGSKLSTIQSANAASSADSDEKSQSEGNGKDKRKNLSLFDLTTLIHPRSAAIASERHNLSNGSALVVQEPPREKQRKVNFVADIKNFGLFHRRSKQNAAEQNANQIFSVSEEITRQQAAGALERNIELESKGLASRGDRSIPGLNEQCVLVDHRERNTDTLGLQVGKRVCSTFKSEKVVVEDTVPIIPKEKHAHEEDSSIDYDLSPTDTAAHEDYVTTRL
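test system = HEK293 cells with stable TRPC4beta plus mu-opioid receptor expression | detection = Fluo4 Ca2+ flux fluorescence | read-out = integrated fluorescence ratio relative to baseline, converted to per-well B score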
MrgX1 ag – human MrgX1 receptor agonism, primary screen; Q96LB2; MrgX1-HEK293 cells, Fluo-4 calcium fluorescence, agonist mode; hits give high values; B-score at 10 µM; 310,000 compounds, 0.44% hits; AID 588627;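 active = calcium response B-score plate-corrected fluorescence ratio at least 3 library SD, with starting fluorescence B-score inside 5 SD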
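Test system: Stable human MrgX1 HEK293 cell line | Schedule: Overnight plating before 1 h dye loading | Read-out basis: Baseline-normalised fluorescence change ratio, B-scored | Detection: Kinetic calcium dye fluorescence, Fluo-4 NW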
TRPC6 inhibitor – mouse TRPC6 channel inhibition; HEK293-TRPC6, membrane potential dye, ACh-evoked depolarization; hits give low values; AID 2553; B-score at 10 µM; Q61143; 310,000 compounds, 1.1% hits;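 active = B-score under library mean minus 3 SD, initial fluorescence not abnormally high, positive integrated signal ratio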;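 also: B-score derived from integrated fluorescence ratio over the kinetic read; more negative B-score means stronger inhibition of depolarization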
TMEM16A act – activators or potentiators of mouse TMEM16A chloride channel; HEK293 TMEM16A/YFP-H148Q/I152L, iodide quench fluorescence; hits give low values; B-score at 10 µM; 340,000 compounds, 0.3% hits;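 active = fluorescence-ratio B-score plate-corrected deviation score at least 3 library SD below zero, with starting fluorescence score within 5 deviations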;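 also: channel opened by trigger with iodide after compound preincubation; score built on the fluorescence ratio of max minus min over baseline; more negative score means more quench and so TMEM16A activation or potentiation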
MrgX1 antagonist – antagonists of human MrgX1 receptor. MRGX1-HEK293 calcium flux, Fluo-4, BAM8-22 antagonism; hits give low values. B-score at 10 µM. 310,000 compounds, 1.3% hits. AID 588676;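 active = calcium-response B-score plate-corrected more than 3 library SD below zero, starting fluorescence within 5 deviations, no agonist response on first addition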;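 also: peak minus trough fluorescence over baseline after final BAM8-22 challenge near maximal dose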
TRPC4 act – TRPC4 (mouse) channel activation. Q9QUQ5. HEK293 TRPC4beta/mu-opioid, Fluo4 calcium fluorescence; hits give high values. B-score at 10 µM. 310,000 compounds, 0.49% hits. AID 2237;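 active = B-score above 5 SD of library B-scores, and initial fluorescence ratio not above library mean plus 5 SD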;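 also: positive B-score marks a calcium rise read as TRPC4 activation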
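Assay system: HEK293 stable line with TRPC4beta plus mu-opioid receptor; schedule: 45 min room-temperature Fluo4 loading, 110 s read; technique: kinetic Fluo4 calcium fluorescence; evaluation: integrated baseline-normalised fluorescence ratio, converted to per-well B score; controls: buffer (low) and maximal DAMGO (high)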
TRPC4 potent – allosterically enhances the mouse TRPC4 cation channel; Q9QUQ5; HEK293 TRPC4beta/mu-opioid, DAMGO EC20, Fluo-4 Ca2+ flux; hits give high values; B-score at 10 µM; AID 2227; 310,000 compounds, 0.42% hits;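 active = B-score of calcium response area above 5 SD of library B-scores, with initial fluorescence ratio within 5 SD of library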;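 also: B-score of integrated fluorescence ratio over time as area under calcium response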
TRPC6 act – mouse TRPC6 channel activation; Q61143; HEK293-TRPC6 membrane potential dye fluorescence; hits give high values; B-score at 10 µM; 310,000 compounds, 0.13% hits;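 active = B-score of the integrated fluorescence ratio above library mean plus 3 SD, and starting fluorescence ratio within library mean plus 5 SD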;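 also: higher score means more depolarization so channel activation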
ANO1 block – mouse TMEM16A channel inhibition, primary screen | 310,000 compounds, 1.2% hits | HEK293 TMEM16A/YFP iodide influx fluorescence, ionomycin | normalized B-score (activity score, 25-100; higher = stronger inhibition) at 10 µM | AID 588511;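 active = ratio plate-corrected score three or more library SD toward inhibition, starting fluorescence score within five deviations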;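 also: score derived from kinetic fluorescence span divided by baseline fluorescence per well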
MrgX1 allo act – allosterically activates human MrgX1 receptor signaling; Q96LB2; MrgX1-HEK293, Fluo-4 calcium flux, FDSS; hits give high values; B-score at 10 µM; 310,000 compounds, 0.63% hits; AID 588675;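 active = plate-corrected calcium response at least 3 library SD above typical, normal starting fluorescence, not activating the receptor alone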;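 also: compound read alongside a low EC10 to EC30 dose of BAM8-22 agonist; peak minus trough fluorescence over baseline measured at the second addition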
The depositor's hits bear a star; i = inactive; x = no result given.

smiles,SKKanGAS inh,TRPC4 block,MrgX1 ag,TRPC6 inhibitor,TMEM16A act,MrgX1 antagonist,TRPC4 act,TRPC4 potent,TRPC6 act,ANO1 block,MrgX1 allo act
CCOc1ccccc1CN1CCN(C/C=C/c2ccc(OC)cc2)CC1CCO (stereo not given),-21,i,i,i,i,i,i,i,i,i,i
OC1(Cc2ccn[nH]2)CCCCC1,0,i,i,i,x,i,i,i,i,i,i
CC(=O)c1ccccc1OCC(O)CN1CCN(CCN2C(=O)c3cccc4cccc(c34)C2=O)CC1 (stereo not given),4,i,i,i,i,i,i,i,i,i,i
Cc1ccc(N2CC(C(=O)NCCS(=O)(=O)N3CCN(c4ccccc4)CC3)CC2=O)cc1 (stereo not given),-6,i,i,i,i,i,i,i,i,i,i
FC(F)Oc1ccc(NC(=S)NC23CC4CC(CC(C4)C2)C3)cc1,25,i,i,i,i,i,i,i,i,i,i
CN(C)c1cc(NC(=O)CN2CCOCC2)c2ccccc2n1,1,i,i,i,i,i,i,i,i,i,i
CCn1c(COc2cc(C)cc(C)c2)nnc1SCC(=O)N1CCN(c2ccccc2)CC1,-1,i,i,i,i,i,i,i,i,i,i
COc1ccc(-c2nc(-c3cccc([N+](=O)[O-])c3O)cc(=O)o2)cc1OC,-8,i,i,i,i,i,i,i,i,i,i
CN1CCN(CC(=O)Nc2ccc(Cl)cc2Cl)CC1,-11,i,i,i,i,i,i,i,i,i,i
COc1ccc(NC(=O)c2cccc(-n3cnnn3)c2)cc1,-1,i,i,i,x,i,i,i,i,i,i
Cc1cc2ccccc2n2c(SCC(=O)N3CCOCC3)nnc12,-6,i,i,i,i,i,i,i,i,i,i
COC(=O)c1cccc(N(CC(=O)NC2CCCC2)C(=O)CNC(=O)c2cccs2)c1,-1,i,i,i,i,i,i,i,i,i,i
N#CCn1c(Cc2ccccc2)nc2ccccc2c1=O,0,i,i,i,i,i,i,i,i,i,i
Cc1cccc(NC(=O)CCCCC(=O)Nc2cccc(C)c2)c1,-16,i,i,i,i,i,i,i,i,i,i
CCN(CC)C(=O)CSc1nc(O)c(Cc2ccccc2)c(=O)n1-c1ccccc1C,0,i,i,i,i,i,i,i,i,i,i
CCOC(=O)CSc1cc(=O)n(CC)c2ccccc12,3,i,i,i,i,i,i,i,i,i,i

The closing 2 entries of the section before come first, to join the parts:
smiles,SKKanGAS inh,TRPC4 block,MrgX1 ag,TRPC6 inhibitor,TMEM16A act,MrgX1 antagonist,TRPC4 act,TRPC4 potent,TRPC6 act,ANO1 block,MrgX1 allo act
CCN(CC)C(=O)CSc1nc(O)c(Cc2ccccc2)c(=O)n1-c1ccccc1C,0,i,i,i,i,i,i,i,i,i,i
CCOC(=O)CSc1cc(=O)n(CC)c2ccccc12,3,i,i,i,i,i,i,i,i,i,i
CCOC(=O)C1=C(C)NC(C)=C(C(=O)OCC)C1c1cn(-c2ccccc2)nc1-c1ccco1,3,i,i,i,i,i,i,i,i,i,i
Cc1ccc(NC(=S)NNC(=O)Cn2nc([N+](=O)[O-])cc2C)cc1,-14,i,i,i,i,i,i,i,i,i,i
CCC1CN(C(=O)NCc2ccc(C)cc2)c2cc(Cl)ccc2O1 (stereo not given),16,i,i,i,i,i,i,i,i,i,i
CCn1c(SCC(=O)N2CCCC2)nc2c(c1=O)SC(C)C2 (stereo not given),5,i,i,i,i,i,i,i,i,i,i
CC(C)OC(=O)Nc1ccc2c(c1)N(C(=O)CCN(C)C)c1ccccc1CC2,-2,i,i,i,i,i,i,i,i,i,i
COc1ccc(-n2nc(C(=O)NCC(=O)N3CCCCC3)c3ccccc3c2=O)c(OC)c1,3,i,i,i,i,i,i,i,i,i,i
COc1ccc(CNC(=O)C/C(C)=N/NC(=O)COc2ccc(C)cc2Br)cc1,-5,i,i,i,i,i,i,i,i,i,i
CCN(CC)S(=O)(=O)c1ccc(OCC2CCCCO2)c([N+](=O)[O-])c1 (stereo not given),0,i,i,i,i,i,i,i,i,i,i
O=C(CSC1=NC(=O)C(Cc2ccccc2)C(=O)N1)Nc1ncccn1 (stereo not given),-1,i,x,i,x,x,i,i,i,x,x
CCCNC(=S)NNC(=O)c1cccs1,0,i,i,i,i,i,i,i,i,i,i
COc1ccc(S(=O)(=O)N2CCC(C(=O)N3CCOCC3)CC2)cc1OC,6,i,i,i,i,i,i,i,i,i,i
CCN1C(=O)CC(N2CCC(Nc3ccc(F)cc3)CC2)C1=O (stereo not given),4,i,i,i,i,i,i,i,i,i,i
CC(Oc1ccc(Br)cc1)C(=O)O/N=C(\N)c1ccncc1 (stereo not given),1,i,i,i,i,i,i,i,i,i,i
Cc1ccc(NC(=S)NCc2ccc(S(N)(=O)=O)cc2)cc1Cl,12,i,i,i,i,i,i,i,i,i,i
Cc1cc(NC(=O)CSc2ncnc3c2cnn3-c2ccccc2)no1,-2,i,i,i,i,i,i,i,i,i,i
CCOc1ccc(NC(=O)Cn2nnc3c(cnn3-c3ccc(F)cc3)c2=O)cc1,-25,i,i,i,i,i,i,i,i,i,i
COc1cccc(NC(=O)CSc2nnc(-c3cccc(OC(C)C)c3)n2N)c1,-8,i,i,i,i,i,i,i,i,i,i
CC(=O)N1c2ccc(S(=O)(=O)NCC3CCC(C(=O)NC4CCC(C)CC4)CC3)cc2CC1C (stereo not given),13,i,i,i,i,i,i,i,i,i,i
COc1ccc(CCNC(=O)c2cnn3c(C(F)F)cc(C)nc23)cc1OC,-2,i,i,i,i,i,i,i,i,i,i
COc1ccc(N=Nc2nc(-c3ccccc3)c(-c3ccccc3)[nH]2)cc1,20,i,i,i,i,i,i,i,i,i,i
Cc1cc(C(F)(F)F)n2[nH]c(=O)c(N=Nc3ccccc3)c2n1,6,i,i,i,i,i,i,i,i,i,i
CC(C)(C)c1ccc(C(=O)NCCCNC(=O)c2cccnc2)cc1,0,i,i,i,i,i,i,i,i,i,i
O=C(/C=C/c1cccc(F)c1)NC1CCN(Cc2ccccc2)CC1,-1,i,i,i,i,i,i,i,i,i,i
COc1cc(C)ccc1OCCOCCOc1ccccc1Br,6,i,i,i,i,i,i,i,i,i,i
CC1(C(=O)NC2CCCCCCC2)CCC(=O)N1Cc1ccco1 (stereo not given),-5,i,i,i,i,i,i,i,i,i,i
Cc1cccc(NC(=O)C2CCCN(S(=O)(=O)c3ccc4[nH]c(=O)ccc4c3)C2)n1 (stereo not given),-1,i,i,i,i,i,i,i,i,i,i
Nc1cc(=O)[nH]c(SCCOc2ccccc2)n1,-4,i,i,i,i,i,i,i,i,i,i
CCc1nnc(NC(=O)CN2C(=O)NC3(CC(C)CC(C)(C)C3)C2=O)s1 (stereo not given),-2,i,i,i,i,i,i,i,i,i,i
O=C(Nc1ccc(Cl)cc1)Nc1csc([N+](=O)[O-])c1,3,i,i,i,i,i,i,i,i,i,i
c1ccc(CSCc2cn3ccccc3n2)cc1,-4,i,i,i,i,i,i,i,i,i,i
CC(C)C(NC(=O)C(NC(=O)C1OC2OC(C)(C)OC2C2OC(C)(C)OC12)C(C)C)C(=O)O (stereo not given),-13,i,i,i,i,i,i,i,i,i,i
CC(OC(=O)c1nc(Cl)ccc1Cl)C(=O)c1ccccc1 (stereo not given),-10,i,i,i,i,i,i,i,i,i,i
CCOc1cc2[nH]c(=S)n(CCCOC)c(=O)c2cc1OCC,4,i,i,i,i,i,i,i,i,i,i
Cc1cc2n(n1)C(c1ccccc1)CC(c1ccc(Br)cc1)=N2 (stereo not given),x,x,i,x,i,i,x,x,x,i,15*
Cc1cc(C(=O)Nn2c(-c3ccc(Br)cc3)nc3ccccc3c2=O)ccc1[N+](=O)[O-],12,i,i,i,i,i,i,i,i,i,i
O=C(Nc1cccc([N+](=O)[O-])c1)C1CC(=O)N(C2CCCCC2)C1 (stereo not given),-2,i,i,i,i,i,i,i,i,i,i
COC(=O)C1CSc2[nH]c(=O)sc2C1c1ccc(OC)c(OC)c1 (stereo not given),1,i,i,i,i,i,i,i,i,i,i
CC(C)CC1(C(=O)NCc2cc(F)cc(C(F)(F)F)c2)C=CCN1C(=O)c1ccccc1 (stereo not given),-1,i,i,i,i,i,i,i,i,i,i
COc1cc2ncnc(NCc3ccco3)c2cc1OC,-8,i,i,i,i,i,i,i,i,i,i
Cc1c(NS(=O)(=O)c2ccccc2)cc(Cl)c(O)c1C,-7,i,i,i,i,i,i,i,i,i,i
CCOc1ccccc1OCC(=O)Nc1ccc(N2CCCCC2)cc1,-9,i,i,i,i,i,i,i,i,i,i
CC1=NN(C(=O)c2ccc(Br)cc2)C(O)(c2ccccc2)C1 (stereo not given),0,i,i,i,i,i,i,i,i,i,i
COc1cc(-c2nnc3sc(Cc4ccc(Cl)cc4)nn23)cc(OC)c1OC,-5,i,i,i,i,i,i,i,i,i,i
CC(C)c1nnc(NC(=O)c2cccc(NC(=O)C(F)(F)F)c2)s1,4,i,i,i,i,i,i,i,i,i,i
Cn1ccnc1-c1nnn(-c2ccc(F)cc2)n1,-2,i,i,i,i,i,i,i,i,i,i
CCCc1cc(=O)[nH]c(SCc2nc3ccccc3o2)n1,-1,i,i,i,i,i,i,i,i,i,i
CCOC(=O)C1CCCN(CC(=O)Nc2cccc(C(C)=O)c2)C1 (stereo not given),1,x,i,i,i,i,i,i,i,i,i
COc1ccc(OCc2cc(C(=O)NCC3CCOCC3)no2)c(Cl)c1,-5,i,i,i,i,i,i,i,i,i,i
CC(C)(C)c1csc(Sc2ccc([N+](=O)[O-])cn2)n1,4,i,i,i,i,i,i,i,i,i,i
CCn1c(SCC(=O)Nc2ccc(Br)cc2)nc2sc3c(c2c1=O)CCN(C)C3,-4,i,i,i,i,i,i,i,i,i,i
